hgDAF12 agonist – H. glycines DAF-12 receptor agonists, primary screen, cell-based, luminescence, HEK293, GAL4 fusion, UAS-luciferase. HEK293 GAL4-hgDAF12 UAS-luciferase reporter, agonist luminescence; normalized to butyrate control. activation, % at 6.8 µM. 370,000 tested, 1.8% active. AID 687014, 2013;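 active = activation above a cutoff set at the mean of all screened compounds plus 3 SD, cut at about 10% in these data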;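 note: 0% = DMSO wells and 100% = sodium butyrate wells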
MBD2 DNA inh – inhibitors of MBD2 binding to methylated DNA, primary screen, biochemical, TR-FRET, DNA-binding domain, human. AID 686964, 2013. inhibition, % at 4.4 µM. 370,000 tested, 0.31% active. MBD2 binding to methylated oligonucleotide; in the data active = inhibition above about 13%
ADAM17 inh – ADAM17 inhibitors, primary screen, biochemical, QFRET. Disintegrin and metalloproteinase domain-containing protein 17 (Homo sapiens), P78536. recombinant ADAM17, EDANS/DABCYL FRET peptide cleavage. 370,000 tested, 0.83% active. inhibition, % at 6.95 µM;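 active = inhibition above the mean of compounds lying between control limits plus 3 SD, set per campaign, cut at about 8.5% in these data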;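 note: 0% = DMSO-only wells as the low control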
Target sequence (P78536 215-824 limits assumed): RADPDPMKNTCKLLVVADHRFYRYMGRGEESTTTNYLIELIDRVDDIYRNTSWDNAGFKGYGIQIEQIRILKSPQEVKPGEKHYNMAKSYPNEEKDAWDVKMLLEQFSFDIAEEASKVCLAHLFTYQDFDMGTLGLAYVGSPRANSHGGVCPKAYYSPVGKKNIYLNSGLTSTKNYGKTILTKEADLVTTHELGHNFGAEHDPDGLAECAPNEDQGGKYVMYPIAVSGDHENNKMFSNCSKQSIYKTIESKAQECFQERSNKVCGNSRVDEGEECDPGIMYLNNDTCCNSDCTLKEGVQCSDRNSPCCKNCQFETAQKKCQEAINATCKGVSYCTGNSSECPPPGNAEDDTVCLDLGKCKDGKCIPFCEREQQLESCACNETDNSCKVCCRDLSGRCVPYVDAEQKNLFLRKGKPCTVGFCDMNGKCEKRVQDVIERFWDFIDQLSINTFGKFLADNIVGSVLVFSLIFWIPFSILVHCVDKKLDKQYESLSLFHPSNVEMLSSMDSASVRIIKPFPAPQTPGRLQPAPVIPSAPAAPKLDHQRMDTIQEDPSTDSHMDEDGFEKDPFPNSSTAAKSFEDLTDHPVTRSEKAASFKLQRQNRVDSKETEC
DAX1 inh-1 – DAX1 (NR0B1) inhibitors on StAR promoter, primary screen, cell-based, luminescence, SF-1 (NR5A1), full-length DAX-1. 370,000 tested, 1.1% active. HEK293T StAR-luciferase reporter, SF-1/DAX-1 repression relief. inhibition, % at 6.8 µM. AID 652010, 2013;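 active = inhibition above the mean over all tested compounds plus 3 SD, cut at about 3.6% in these data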;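 note: 0% = DAX-1 cells with DMSO and 100% = cells lacking DAX-1 with DMSO; higher inhibition means more luminescence from relief of DAX-1 repression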
hcDAF12 agonist – H. contortus DAF-12 nuclear receptor activators, primary screen, cell-based, luminescence, HEK293, lit1-tk-luc reporter. 370,000 tested, 1.4% active. AID 652067, 2013. activation, % at 6.8 µM. HEK293 hcDAF-12 lit1-tk-luc reporter; 0% DMSO, 100% Δ7-dafachronic acid;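 active = activation above the mean of all tested compounds plus 3 SD, cut at about 5.5% in these data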;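 note: 100% = response to 3 µM Δ7-dafachronic acid high control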
SMARCA2 activ – SMARCA2 (BRM) function activators, primary screen, cell-based, luminescence, high throughput. MG213 cells, MMTV-luciferase reporter, dexamethasone, overnight. activation, % at 9.1 µM. 370,000 tested, 1% active. AID 652017, 2013; in the data active = activation above about 7.8%;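 note: 0% = vehicle wells and 100% = reference activator wells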
ssDAF-12 act – S. stercoralis DAF-12 nuclear receptor activators, primary screen, cell-based, luminescence, HEK293, GRIP1 co-expression, lit1-tk-luc; Nuclear hormone receptor DAF-12 (Strongyloides stercoralis); activation, % at 6.8 µM; AID 652126, 2013; HEK293 ssDAF-12/GRIP1 lit1-tk-luc reporter; % of 3 µM dafachronic acid response; 370,000 tested, 1% active;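 active = activation above the mean over all tested compounds plus 3 SD, cut at about 0.9% in these data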;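 note: 0% = DMSO-only wells and 100% = 3 µM delta7-dafachronic acid wells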
Rev-erbA mod – modulators of Rev-erb alpha DNA binding, primary screen, biochemical, FITC-DNA, fluorescence polarization, uHTS | 370,000 tested, 0.79% active | Nuclear receptor subfamily 1 group D member 1 (Homo sapiens), P20393 | Rev-erbα–FITC-DNA binding, 90 min | activity, % at 10 µM;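 active = activity above about 14%, limit read from the data; passing the limit was not always enough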;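 note: 0% = DMSO wells with 35 nM protein and 100% = DMSO wells with 750 nM protein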
PLCb3 inh – human PLC-beta3 inhibitors, primary screen, biochemical, fluorescence; AID 720704, 2013; 370,000 tested, 0.18% active; inhibition, % at 12.2 µM; Purified PLC-beta3, fluorogenic substrate; in the data active = inhibition above about 11%;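 note: 0% = median of compound wells on plate and 100% = full blocker control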
PLCg1 inh – PLC-gamma1 enzyme inhibitors, primary screen, biochemical, fluorescence, purified enzyme; fluorogenic substrate; inhibition, % at 12.2 µM; 370,000 tested, 0.84% active; AID 720700, 2013; in the data active = inhibition above about 9.5%
DAX1 inh-2 – DAX1 (NR0B1) inhibitors, primary screen, cell-based, HEK293, Gal4-DAX1, luciferase luminescence; 340,000 tested, 0.99% active; Nuclear receptor subfamily 0 group B member 1 (Homo sapiens), P51843; inhibition, % at 6.75 µM; AID 504766, 2011; HEK293 Gal4-DAX1 luciferase reporter;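 active = inhibition above the mean over all tested compounds plus 3 SD, cut at about 4.2% in these data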;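 note: 0% = DAX1-transfected cells with DMSO and 100% = empty-vector control cells with DMSO; inhibition shows as a rise in luminescence from relieved DAX1 repression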
Target sequence (P51843 207-470 limits assumed): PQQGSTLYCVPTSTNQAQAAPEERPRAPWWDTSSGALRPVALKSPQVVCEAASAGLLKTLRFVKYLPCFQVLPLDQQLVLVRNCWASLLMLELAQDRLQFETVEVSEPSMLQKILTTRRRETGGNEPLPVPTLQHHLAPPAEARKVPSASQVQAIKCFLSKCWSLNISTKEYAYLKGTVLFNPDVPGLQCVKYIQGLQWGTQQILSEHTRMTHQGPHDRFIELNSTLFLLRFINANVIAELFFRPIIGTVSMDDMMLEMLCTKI
* = called active by the depositor; i = inactive; . = not tested or not shown; & = joins results of further samples.

structure | hgDAF12 agonist | MBD2 DNA inh | ADAM17 inh | DAX1 inh-1 | hcDAF12 agonist | SMARCA2 activ | ssDAF-12 act | Rev-erbA mod | PLCb3 inh | PLCg1 inh | DAX1 inh-2
Cc1ccc(SC(=O)c2c([N+](=O)[O-])c(C)nn2C)cc1 | -1.4 | -2 | -7 | -0.3 | -0.1 | -5 | -0.6 | -3 | 7 | 7 | 4.5*
Cc1cn2c(=O)c(C(=O)N3CCN(c4ccccc4Cl)CC3)cnc2s1 | 0.4 | 1 | 0 | 2.3 | 0.7 | 5 | -0.9 | -3 | 1 | 0 | -0.4
CC1Cc2nc(SCC(=O)N3CCCc4ccccc43)n(C)c(=O)c2S1 (stereo not drawn) | 4.9 | 6 | -1 | -0.8 | 1.0 | 0 | -0.8 | 0 | -3 | 0 | -1.6
COCCCNC(NC(=O)c1ccc(Br)cc1)C(Cl)(Cl)Cl (stereo not drawn) | 0.5 | 2 | 1 | -0.3 | -0.1 | -3 | -0.6 | -4 | -2 | -1 | -1.3
COc1ccccc1CNCc1cc(OC)c(OC)c(OC)c1 | -0.8 | 0 | 0 | 0.7 | 0.3 | -3 | -1.2 | -6 | 5 | 0 | 0.1
Cc1noc(NS(=O)(=O)c2ccc(N/C=C/C(=O)c3ccncc3)cc2)c1C | 1.7 | -3 | -1 | -0.2 | 0.9 | 0 | -0.8 | -4 | -2 | 3 | 0.2
CC(C)(C)NC(=O)c1ccc(NC(=O)CSc2ccccc2)cc1 | 0.5 | -1 | -3 | -0.7 | -0.2 | -2 | -1.6 | -2 | 1 | -2 | 0.0
COc1ccc(N2C(=O)c3ccccc3NC(=O)C2C(=O)Nc2ccc(N3CCOCC3)cc2)cc1 (stereo not drawn) | 1.9 | -2 | -6 | 0.5 | 0.5 | 6 | -0.3 | -2 | -14 | -11 | .
O=C(Nc1ccc(C(F)(F)F)cc1-c1ccccc1)c1ccccc1 | -0.9 | 4 | -2 | -0.1 | -0.6 | -2 | -1.4 | 1 | 1 | 2 | -0.4
COc1cc(CC(=O)OCC(=O)Nc2ccc(S(=O)(=O)N3CCCC3)cc2)cc(OC)c1OC | 1.2 | -2 | 0 | 0.2 | -0.2 | 1 | -1.2 | 1 | -4 | 1 | 1.3
CCOC(=O)c1ccc(OC(=O)CCCCCN=C(N)N)cc1 | 2.1 | 0 | -1 | -0.4 | -0.5 | 6 | -0.4 | -5&-1 | 5 | 2 | -0.2
Cc1ccc(N2CCC(N3CCN(C)C(CCO)C3)CC2)cc1 (stereo not drawn) | -0.8 | 2 | -6 | 0.3 | 0.6 | -2 | -1.1 | -4 | -12 | -4 | 1.7
CN(C)CCCNC(=O)/C(=C\C=C\c1ccccc1)NC(=O)c1ccc([N+](=O)[O-])cc1 | -2.1 | -5 | -1 | 0.1 | 0.0 | -2 | 0.3 | 8 | -2 | 3 | 0.8
CC(C)Cc1nnc(NC(=O)CCC(=O)NCCc2ccccc2)s1 | 0.7 | 4 | 0 | 0.1 | 1.0 | -2 | -1.1 | -1 | -10 | -1 | 0.5
O=C(c1ccc(Cn2cnnn2)cc1)N1CCCC(Nc2ccc(F)c(F)c2)C1 (stereo not drawn) | -3.1 | -1 | 0 | -0.9 | -0.4 | -2 | -1.4 | -5 | -7 | 0 | -0.4
N#Cc1cccc(-n2c(-c3ccccc3)nnc2-c2ccccc2)c1C#N | 2.1 | 4 | -3 | 0.0 | 0.2 | 0 | -1.6 | -2 | -6 | -1 | -0.3
CS(=O)(=O)c1ccc(Cl)c(NC(=O)COC(=O)CNC(=O)c2ccc3ccccc3c2)c1 | -0.9 | 2 | -5 | -0.6 | -1.1 | 2 | -0.5 | 4 | 0 | 4 | -0.3
CN(C)CCNC(=O)CN1C(=O)CSc2ccc(S(=O)(=O)N3CCCCC3)cc21 | -2.1 | 4 | -3 | 0.4 | 0.0 | 3 | -1.3 | -7 | -4 | 1 | 0.1
c1ccc(Cn2c(NCc3ccco3)nc3ccccc32)cc1 | -1.4 | 5 | -2 | -0.2 | -1.3 | -3 | -1.1 | -1 | 0 | 0 | -0.5
COc1ccc(CNC(=O)CN2C(=O)NC3(CCCc4sccc43)C2=O)cc1 (stereo not drawn) | -0.3 | -1 | 0 | 1.9 | 1.7 | -3 | -1.2 | 2 | -4 | 2 | -0.6
Cc1cnc(NC(=O)CSc2nnc(CNc3ccc(F)cc3)n2CC2CCCO2)s1 (stereo not drawn) | -3.3 | 5 | 2 | -0.7 | 2.1 | -2 | -0.4 | 0 | -5 | 2 | 0.0
CCOc1cc(N2CCOCC2)c(OCC)cc1NC(=O)CN1C(=O)NC(CC(C)C)C1=O (stereo not drawn) | -3.7 | 4 | -7 | -0.6 | -1.2 | -3 | -1.4 | -1 | -8 | -1 | 0.1
COc1ccc(C(=O)Cn2nnc(-c3ccccc3F)n2)cc1 | 1.5 | -4 | -1 | 0.5 | -2.0 | 1 | -1.2 | -1 | -1 | -2 | 1.5
O=C(O)/C=C/C(=O)Nc1ccc(C2(c3ccc(NC(=O)/C=C/C(=O)O)cc3)c3ccccc3-c3ccccc32)cc1 | 1.6 | 2 | 5 | 0.1 | -1.7 | 2 | -1.3 | -6 | -14 | -2 | -0.5
COc1cccc2[nH]c3c(N4CCC5(CC4)OCCO5)ncnc3c12 | 0.7 | 5 | i | 0.2 | -1.6 | -2 | -0.5 | -7 | i | -368 | -0.2
Cc1ccc(C)c(OCCCN2CCCC2)c1 | 0.4 | -1 | -3 | 1.0 | -1.3 | 1 | -1.4 | 4 | 5 | 1 | 1.4
Cc1csc(NC(=O)C2=NN(c3ccccc3)C(=O)CC2)n1 | -3.5 | -7 | 0 | -0.2 | 1.2 | 2 | -1.4 | -5 | 2 | -1 | 0.0
O=C(Cn1cnc2c(nnn2Cc2ccc(F)cc2)c1=O)Nc1cccc(F)c1 | -0.4 | 2 | -6 | -0.3 | -1.8 | -2 | -0.9 | -4 | -2 | -1 | 0.1
O=C(Nc1ccc(N2CCOCC2)nc1)c1ccc(Cl)cc1 | 0.1 | 2 | 2 | 0.1 | -1.1 | -5 | -1.2 | -4 | 0 | 4 | -0.4
COc1cccc(NC(=O)CN(C)C(=O)c2ccc(N3CCOCC3)c([N+](=O)[O-])c2)c1 | -1.7 | -1 | -1 | -0.7 | -0.4 | 2 | -0.9 | 8 | -5 | 0 | 0.6
COc1ccc(NCC(=O)N/N=C/c2ccc3c(c2)OCCO3)cc1 | 6.7 | -3 | 2 | 1.0 | -1.9 | 3 | -1.0 | 1 | -2 | 4 | 1.9
COC(=O)c1cc2c(c3c4ccccc4n(S(=O)(=O)c4ccccc4)c13)C(=O)N(Cc1ccco1)C2 | 1.4 | -4 | 0 | -2.0 | 1.6 | -4 | 0.3 | 6 | -11 | -9 | .
CC(C)(C)c1cc(C(=O)NNC(=O)c2ccc(C(F)(F)F)cc2)no1 | -1.0 | 0 | 1 | 0.4 | -1.2 | -3 | -1.4 | -4 | -9 | 1 | -0.6
O=S(=O)(c1cccc(Cl)c1)N1CCC(c2nc3ccccc3[nH]2)CC1 | -0.4 | 1 | 0 | -0.4 | -1.9 | 1 | -0.4 | -6 | 1 | 2 | 0.2
CCOC(=O)C1=NNC2C(=O)N(CC)C(=O)C12 (stereo not drawn) | 1.1 | -4 | -4 | 0.2 | -0.4 | -2 | -0.8 | -3 | 1 | 3 | 0.4
O=C(OCc1ccccc1)/C(=C(\O)c1ccccc1Br)c1ccc(-c2ccccc2)cn1 | -0.7 | -5 | -3 | -0.1 | -0.6 | 1 | -1.0 | -1 | -9 | -4 | 0.3
O=C(C1=C[C@H](c2ccc(C(F)(F)F)cc2)C[C@H](OCc2ccc(CO)cc2)O1)N1CCN(Cc2ccc3c(c2)OCO3)CC1 | 5.3 | 1 | 5 | 0.2 | -1.5 | 1 | -1.7 | 4 | 0 | 2 | -1.9
COc1ccccc1NC(=O)C1=C(C)Nc2nc(-c3cccnc3)nn2C1c1ccccn1 (stereo not drawn) | -1.0 | -4 | 0 | 0.3 | -2.3 | 2 | -1.6 | -2 | -25 | 3 | -0.2
O=C(Cc1ccccc1)NCC(=O)OCC(=O)c1ccc(OC(=O)c2ccccc2)cc1 | 1.1 | -2 | 3 | 0.1 | -0.2 | -3 | -0.8 | -2 | -4 | 4 | 0.5
Oc1ccc(CN2CCN(Cc3ccccc3)CC2)c2cccnc12 | -1.5 | -3 | 0 | -0.5 | -1.2 | 5 | -1.3 | -1 | -3 | -3 | 1.1
O=C(c1cc2ccccc2o1)N1CCN(S(=O)(=O)c2cccs2)CC1 | -1.1 | 1 | -2 | -0.1 | -1.0 | 0 | -1.2 | -6 | 0 | 2 | -0.3
Cc1ccc(Oc2c(C)nc(-c3ccccc3)[nH]c2=O)cc1 | 1.8 | 1 | -4 | -0.3 | -0.3 | -3 | -1.1 | 0 | -8 | 1 | 0.0
Cc1ccc(Cn2c(CN(C)Cc3ccccc3)nc3c2c(=O)n(C)c(=O)n3C)cc1 | 1.4 | -1 | 4 | -0.8 | -1.2 | -4 | -1.1 | 4 | 2 | 9 | -2.4
CC1=NN(C(=O)c2ccccc2Br)C(O)(c2cccnc2)C1 (stereo not drawn) | -0.4 | -3 | 1 | 0.1 | -1.8 | 1 | -1.0 | -2 | -1 | -2 | 0.6
c1coc(-c2cc3nc(NC4CCCCC4)ccn3n2)c1 | 22* | 0 | -31 | 10* | 10* | 5 | 1.2* | 6 | -104 | -87 | .

Arranged by formula weight (falling): some entries from above.
structure | hgDAF12 agonist | MBD2 DNA inh | ADAM17 inh | DAX1 inh-1 | hcDAF12 agonist | SMARCA2 activ | ssDAF-12 act | Rev-erbA mod | PLCb3 inh | PLCg1 inh | DAX1 inh-2
Cc1ccc(Cn2c(CN(C)Cc3ccccc3)nc3c2c(=O)n(C)c(=O)n3C)cc1 | 1.4 | -1 | 4 | -0.8 | -1.2 | -4 | -1.1 | 4 | 2 | 9 | -2.4
O=C(c1cc2ccccc2o1)N1CCN(S(=O)(=O)c2cccs2)CC1 | -1.1 | 1 | -2 | -0.1 | -1.0 | 0 | -1.2 | -6 | 0 | 2 | -0.3
Oc1ccc(CN2CCN(Cc3ccccc3)CC2)c2cccnc12 | -1.5 | -3 | 0 | -0.5 | -1.2 | 5 | -1.3 | -1 | -3 | -3 | 1.1

Screening results as filed in PubChem BioAssay.
